ARNT TACC3 PPI – ARNT/TACC3 interaction disruption | AlphaScreen His-ARNT PAS-B/GST-TACC3 binding, luminescence; TACC3 fragment carries E629A point mutation | inhibition, % at 9.99 µM | actives 0.66% (n = 390,000) | AID 623870;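 active = mean inhibition of replicates at least 50% and at least half of replicates each reaching 50%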;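 also: 0% = complete ARNT plus TACC3 wells and 100% = ARNT alone without TACC3; many hits fall short of the cut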
PGC1a acetyl inh – PGC1a acetylation modulation, inhibitor mode; actives 0.17% (n = 350,000); inhibition, % at 15.6 µM; U2OS PGC1a acetylation, AlphaScreen anti-acetyl-lysine; with virally co-expressed GCN5 acetyltransferase;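 active = every replicate shows inhibition of at least 40%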;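 also: 0% = neutral control wells and 100% = positive control wells; some results beyond the cut were filed as inactive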
LGR2 antag – Drosophila LGR2 receptor signaling inhibition | HEK293 LGR2, CRE-luciferase, bursicon-stimulated, 4 h | inhibition, % at 9.99 µM | actives 0.35% (n = 380,000) | AID 720647;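 active = drop in luminescence signal, shown as inhibition above about 50% in the replicate tests, limit read from the data, passing the limit was not always enough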;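 also: agonist challenge used bursicon conditioned medium at about half maximal strength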
C2C12 statin – protects C2C12 myotubes from simvastatin toxicity; ATP luminescence, 48 h; scaled: DMSO 0, geranylgeraniol control 100; rescue of ATP level, % at 7.49 µM; actives 0.78% (n = 330,000); AID 602340;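 active = mean ATP rescue above about 67%, or every replicate alone reaching that limit, limit read from the data, passing the limit was not always enough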;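 also: myotubes were challenged with 10 µM simvastatin during compound exposure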
PglD inh – inhibitors of Campylobacter jejuni PglD acetyltransferase. AID 602405. purified PglD enzyme, DTNB colorimetric CoA detection. inhibition, % at 12.5 µM. actives 0.098% (n = 360,000); in the data active = inhibition above about 16%, passing the limit was not always enough; also: strong numbers were not always called active
INS-1E GSIS act – primary screen for activators of insulin secretion dependent on glucose, INS-1E cells, GLuc reporter luminescence. INS-1E GLuc reporter insulin secretion, 2-3 h. activation, % at 16.6 µM. actives 0.61% (n = 370,000). AID 743287;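 active = lowest replicate activation of at least 40%, so every replicate reaches that level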;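 also: 0% = median of neutral control wells and 100% = median of IBMX positive control wells; some compounds called inactive have numbers as strong as hits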
Cneo AK release – Cryptococcus neoformans lysis via adenylate kinase release; actives 0.2% (n = 360,000); C. neoformans lysis, adenylate kinase release luminescence, 4 h; normalised: neutral wells 0, clomiphene wells 100; AID 651654; lysis activity, % at 15 µM;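 active = mean lysis activity across replicates of at least 80%, whatever share of replicates individually reach that level; inactive = mean lysis activity below 80%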
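Material: C. neoformans cells | Amount: Yeast cell density of 5 × 10^6 cells/mL | Medium: Fresh YPD growth medium | Dosing: Single dose | Times: Static 4 h at 37 °C with compound, 1 h detection | Detection: AK luminescence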
PAX8 reporter – inhibitors of PAX8 transcriptional activity in RMG-I cells | RMG-I TPO-luciferase reporter, SteadyGlo, 24 h | inhibition, % at 12.6 µM | actives 1.2% (n = 360,000) | AID 652154;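 active = mean replicate inhibition at least 60% with every replicate also reaching 60%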;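 also: luciferase light reporting Pax8 driven TPO promoter activity; plate controls were median of neutral control wells for no effect and mitoxantrone controls for full effect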
Numbers without * were called inactive; / = no result given; & = joins results of further samples.

cpd	mol	ARNT TACC3 PPI	PGC1a acetyl inh	LGR2 antag	C2C12 statin
1	O=C(CCN1CCN(Cc2ccccc2)CC1)Nc1ccc(OCc2ccccc2)cc1	-5.0	-4.2	/	9.1
2	CC(=O)NC(c1cccc(F)c1)c1nc(-c2ccoc2)cs1 (stereo unspecified)	/	11.5	23.9	-1.4
3	O=C(COC(=O)/C=C/c1ccccc1)NCc1cccs1	6.7	1.9	-2.2	0.8
4	COC(=O)c1[nH]c(C)c(/C(O)=C2\C(=O)C(=O)N(CCN3CCOCC3)C2c2ccccc2OC)c1C (stereo unspecified)	4.4	3.7	/	3.5
5	COc1cc(C(=O)NCCOc2ccccc2C)c(Br)c(OC)c1OC	-7.0	/	-4.7	/
6	CCC(C)[C@@H]1NC(=O)N(CCCN2CCCC2=O)C1=O (stereo partly specified)	-9.1	3.5	-1.5	0.4
7	COCCN(CCOC)Cc1cc(=O)oc2cc3c(cc12)CCC3	-2.8	7.1	/	11.3
8	Cc1ccc(NC(=O)C2CCN(S(=O)(=O)c3ccc(Cl)c(C(F)(F)F)c3)CC2)nc1	-5.9	-3.6	-4.6	-4.6
9	COc1ccc(CN(C)C[C@@H]2OCCCC[C@@H](C)Oc3ccc(NS(=O)(=O)c4ccccc4)cc3C(=O)N([C@H](C)CO)C[C@H]2C)cc1	2.0	-13.4	-11.3	/
10	COc1ccc(-c2cc(C#N)nc(Oc3ccc(Cl)cc3)n2)cc1	-4.9	/	8.7	/
11	COc1ccc(NC(=O)Cn2cnc3c(cnn3C(C)(C)C)c2=O)cc1OC	-16.4	6.9	-15.4	1.0
12	O=C1CC(SCCO)C(=O)N1c1ccccc1 (stereo unspecified)	-2.3	-21.5	0.9	28.5
13	Cc1cccc(N2C(=O)C3C4C=CC(CC4)C3C2=O)c1 (stereo unspecified)	0.8	4.5	-2.2	28.3
14	N#C[C@@H]1[C@H](c2ccc(-c3cccc(F)c3)cc2)[C@H](CO)N1C(=O)c1cccnc1	-18.8	5.9	5.8	-2.4
15	Cn1c(=O)[nH]c(=O)c2c1nc(N1CCCCC1)n2CC(O)CN1CCCCC1 (stereo unspecified)	-8.4	-5.3	/	2.6

cpd	PglD inh	INS-1E GSIS act	Cneo AK release	PAX8 reporter
1	-3.6	/	-1.0	/
2	-5.9	-14.8	-2.0	4.6
3	-0.5	-15.0	0.6	-14.9
4	-4.6	/	-1.7	9.7
5	/	-9.7	/	5.9
6	1.1	8.1	-4.6	11.0
7	-4.4	/	-0.2	-5.0
8	0.0	-1.6	-0.2	-3.0
9	-0.8	-21.2	1.7	-12.4
10	/	-0.8	/	-9.1
11	-4.8	-3.3	-1.0	-3.4
12	-1.8	17.1	1.5	/
13	-11.2	/	-0.3	-11.9
14	-2.4	-31.1	48.9	1.1
15	5.4	/	1.0	/

(next part)
cpd	mol	ARNT TACC3 PPI	PGC1a acetyl inh	LGR2 antag	C2C12 statin
16	COc1ccc(/C=N/OC(=O)Nc2ccc(Cl)cc2)c(OC)c1	3.2	8.8	-18.9	-4.1
17	CCC1Oc2ccc(C)cc2N(CC(=O)NCCCN2CCN(Cc3ccccc3)CC2)C1=O (stereo unspecified)	-15.8	-2.9	-8.2	-4.7
18	Cc1ccccc1-c1ccc(C2[C@@H]3CN(Cc4cocn4)C[C@H]2N3)cc1 (stereo partly specified)	/	-16.1&-2.4	-24.8&-2.8	/
19	COc1cc(Cl)c([C@@H]2C[C@H]3CN(c4ccccc4)C(=O)[C@]34CCCN24)cc1OC	-1.2	/	-5.5	/
20	O=C(CSCC(=O)c1ccccc1)Nc1ccccc1Cl	/	-1.5	/	-4.8
21	O=C(Cc1ccccn1)N[C@@H]1CC[C@@H](CCn2cc(-c3ccc(F)cc3)nn2)O[C@H]1CO	/	-0.1	2.2	/
22	COc1ccc(C)cc1NC(=O)CN1CCN(c2ccccc2F)CC1	1.0	-15.9	/	-6.1
23	CC(/C=C\C=C\c1ccccc1)=N\NC(=O)c1cncc(Br)c1	6.7	/	-0.4	/
24	CO[C@H]1CN(C)C(=O)c2ccc(NC(=O)c3cc(C)on3)cc2OC[C@H](C)NC[C@H]1C	0.0	-13.3	-6.3	5.8
25	C[C@@H]1CN([C@@H](C)CO)C(=O)Cc2cc(NC(=O)NC3CCCCC3)ccc2O[C@H]1CN(C)S(=O)(=O)c1cccs1	/	-10.8	-9.8	-10.6
26	CCCN(CCC)C(=O)C1CCN(c2ccc(S(=O)(=O)N3CCOCC3)cc2[N+](=O)[O-])CC1	-4.9	-2.6	-6.3	/
27	CCOc1ccccc1-c1noc(CCC(=O)Nc2cccnc2)n1	1.3	/	-1.7	5.3
28	CCOC(=O)c1sc(NC(=O)Nc2ccc(F)cc2)nc1C	-3.1	/	-11.7	/
29	CC(=O)N1CCN(CC(=O)Nc2ccc(C)c(S(=O)(=O)N(C)C)c2)CC1	-3.4	/	1.3	/
30	C[C@H](CO)N1C[C@H](C)[C@@H](CN(C)Cc2ccc(Cl)c(Cl)c2)Oc2ccc(NS(=O)(=O)c3ccc(F)cc3)cc2C1=O	-5.0	-11.2	-3.1	24.8

cpd	PglD inh	INS-1E GSIS act	Cneo AK release	PAX8 reporter
16	-9.1	3.2	2.8	-9.7
17	3.0	-21.9	1.8	/
18	/	-0.2&7.1	/	-11.2&7.2
19	/	-4.7	/	-0.2
20	-4.0	/	1.3	-6.4
21	/	-7.7	/	4.3
22	/	/	12.7	/
23	/	-1.4	/	-4.3
24	0.7	0.7	-4.6	/
25	-1.5	-10.5	1.9	-6.9
26	-0.8	7.7	-0.4	/
27	0.5	5.7	-0.6	-11.5
28	/	3.6	/	-152.7
29	/	12.3	/	10.4
30	7.5	-11.7	53.0	6.2

(listing goes on)
cpd	mol	ARNT TACC3 PPI	PGC1a acetyl inh	LGR2 antag	C2C12 statin
31	CCC(=O)N(C)C[C@@H]1Oc2cc(-c3cncnc3)ccc2S(=O)(=O)N([C@@H](C)CO)C[C@@H]1C	-2.5	-1.4	17.1	12.6
32	C[C@H](NC(=O)c1ccccc1)C(=O)OCC(=O)Nc1ccc2c(c1)OCO2	17.2	-7.3	-0.7	28.6
33	C[C@H]1CCCCO[C@@H](CN(C)C(=O)Nc2ccc3c(c2)OCO3)[C@@H](C)CN([C@@H](C)CO)C(=O)c2cc(NC(=O)Nc3ccc(C(F)(F)F)cc3)ccc2O1	-2.1	5.2	20.1	/
34	C[C@H]1CN([C@@H](C)CO)C(=O)Cc2cc(NC(=O)Nc3cccc4ccccc34)ccc2O[C@@H]1CN(C)S(=O)(=O)c1ccc(F)cc1	5.6	1.3	3.9	14.8
35	C[C@H]1CN([C@@H](C)CO)C(=O)c2cc(NS(=O)(=O)c3ccccc3)ccc2O[C@H]1CN(C)Cc1ccccc1	-9.4	-0.8	7.9	45.7
36	COc1ccc(/C=N/NC(=O)c2ccccc2OCc2ccccc2)c(OC)c1	/	-8.9	7.3	-5.0
37	Cc1ccccc1NC(=S)NCc1ccc2[nH]c3c(c2c1)CCCC3	7.9	-0.2	-3.7	32.2
38	CC(C)C(c1nnnn1CCc1ccccc1)N1CCOCC1 (stereo unspecified)	-4.6	-26.8	/	-15.7
39	COc1ccc(NC(=S)N2CCC(C(=O)c3ccc(OC)cc3)CC2)cc1	0.1	-7.5	-2.1	-6.0
40	C[C@H](CO)N1C[C@H](C)[C@@H](CN(C)Cc2ccccc2)Oc2ccc(NC(=O)CCC(F)(F)F)cc2CC1=O	-13.4	/	-9.8	2.6
41	COc1cccc(/C=N/N2CCN(C)CC2)c1	-13.9	/	-19.8	/
42	O=C(CNC(=O)c1ccccc1F)NCCOc1ccccc1Cl	-9.7	8.5	-13.8	-7.1
43	Cc1cc(C)c2c(CC(=O)O)c(C)[nH]c2c1	-3.6	-3.7	16.8	-2.0
44	c1cc(C2CCN(Cc3nc(-c4ccc5c(c4)OCO5)no3)CC2)ccn1	24.2	-10.7	-3.0	0.5
45	COc1ccc(C(=O)c2ccc(N3CCOCC3)cc2)c(OC)c1	0.6	-11.3	/	-7.6

cpd	PglD inh	INS-1E GSIS act	Cneo AK release	PAX8 reporter
31	0.3	17.4	-3.4	/
32	-4.3	/	0.1	-1.9
33	1.0	11.0	-2.0	/
34	-1.8	9.1	-2.6	-5.3
35	4.4	-0.3	3.2	-6.4
36	-4.4	-5.6	-1.3	26.6
37	/	13.9	9.2	17.2
38	-0.8	/	-0.5	/
39	5.7	-6.1	-2.7	16.3
40	-0.7	3.5	8.6	12.5
41	/	17.1	/	-43.6
42	-3.9	-2.9	0.6	-0.3
43	1.9	-7.6	-1.7	37.1
44	/	-23.9	/	19.6
45	-2.1	/	-1.5	/

(cont.)
cpd	mol	ARNT TACC3 PPI	PGC1a acetyl inh	LGR2 antag	C2C12 statin
46	O=C(C[C@@H]1C=C[C@H](NC(=O)C2CC2)[C@@H](CO)O1)NCc1ccccc1Cl	-17.5	-8.2	3.1	5.5
47	O=C(Nc1ccncc1)c1c(F)c(F)c(F)c(F)c1F	0.7	4.7	4.0	1.7
48	COc1ccc(C(=O)OC2CCN(c3ncc(C(F)(F)F)cc3Cl)CC2)cc1	-13.9	3.8	/	-3.1
49	Oc1cccc2cc(-c3ccncc3)cnc12	/	/	-29.4	-12.4
50	Cc1ccc(C=O)c([B-](F)(F)F)c1	/	6.5	-19.1	-6.5
51	CCN(C(=O)CN1C(=O)NC2(CCCC2)C1=O)c1nc2c(C)cccc2s1	/	-0.1	0.5	-25.9
52	COc1ccc(/C=C2\Oc3cc(OCC(=O)N4CCC[C@H]4C(=O)O)ccc3C2=O)c(OC)c1	-6.4	4.9	/	3.7
53	Cc1nn(CCc2n[nH]c(=S)n2-c2cccc(Cl)c2)c(C)c1[N+](=O)[O-]	-6.2	10.0	-8.2	21.0
54	Cc1ccccc1N1CCN(S(=O)(=O)c2ccc3oc(=O)ccc3c2)CC1	-0.8	3.9	/	/
55	Cc1ccc2nc(C)cc(N3CCOCC3)c2c1	-9.0	-13.3	14.8	-1.3
56	O=C(O)CCCN(Cc1cccc(Br)c1)S(=O)(=O)c1ccc(Br)cc1	-2.7	2.4	9.9	/
57	C[C@@H]1CCCCO[C@H](CN(C)S(C)(=O)=O)[C@@H](C)CN([C@H](C)CO)C(=O)c2cc(NC(=O)Nc3ccc(C(F)(F)F)cc3)ccc2O1	-3.9	6.5	8.0	/

cpd	PglD inh	INS-1E GSIS act	Cneo AK release	PAX8 reporter
46	1.9	4.4	0.1	-4.8
47	-6.9	6.3	0.4	12.6
48	0.0	/	-0.2	/
49	-1.7	9.6	-4.3	-44.2
50	4.5	-8.4	1.6	-2.3
51	-0.6	-20.1	1.2	12.8
52	-4.5	/	-2.1	/
53	6.8	-1.3	3.4	/
54	4.8	/	-1.5	/
55	8.3	16.6	0.0	/
56	/	21.0	/	14.3
57	-1.7	10.1	-4.2	-6.0

Structures above that have bromine (3):
cpd	mol	ARNT TACC3 PPI	PGC1a acetyl inh	LGR2 antag	C2C12 statin
5	COc1cc(C(=O)NCCOc2ccccc2C)c(Br)c(OC)c1OC	-7.0	/	-4.7	/
23	CC(/C=C\C=C\c1ccccc1)=N\NC(=O)c1cncc(Br)c1	6.7	/	-0.4	/
56	O=C(O)CCCN(Cc1cccc(Br)c1)S(=O)(=O)c1ccc(Br)cc1	-2.7	2.4	9.9	/

cpd	PglD inh	INS-1E GSIS act	Cneo AK release	PAX8 reporter
5	/	-9.7	/	5.9
23	/	-1.4	/	-4.3
56	/	21.0	/	14.3
